Screening data (PubChem)
OX1R antag-1: antagonists of human orexin 1 receptor (OX1R); 330,000 tested, 1.8% active; OX1R-expressing cells, FRET antagonist read-out; AID 485270, 2010; inhibition, % at 6.6 µM; Orexin/Hypocretin receptor type 1 (Homo sapiens), O43613; in the data active = inhibition mostly above about 38%, no sharp cut-off; inactive = mostly below about 40%;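 also: 0% = agonist challenge alone and 100% = reference antagonist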
Target sequence (O43613 whole entry, looked up): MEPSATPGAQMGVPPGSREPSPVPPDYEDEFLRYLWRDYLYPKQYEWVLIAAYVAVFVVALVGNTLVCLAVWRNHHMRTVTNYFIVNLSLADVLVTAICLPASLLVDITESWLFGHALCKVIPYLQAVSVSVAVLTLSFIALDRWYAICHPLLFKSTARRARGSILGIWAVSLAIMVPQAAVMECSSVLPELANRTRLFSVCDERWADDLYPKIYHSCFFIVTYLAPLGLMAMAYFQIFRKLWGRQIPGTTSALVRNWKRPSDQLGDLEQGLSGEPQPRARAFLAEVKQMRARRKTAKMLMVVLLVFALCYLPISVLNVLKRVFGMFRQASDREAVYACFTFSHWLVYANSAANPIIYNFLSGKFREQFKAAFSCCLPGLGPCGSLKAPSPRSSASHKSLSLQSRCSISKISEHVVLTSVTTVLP
OX1R antag-2: OX1R (HCRTR1) antagonists, primary screen, fluorescence, CHO/OX1R cells, Fluo-8 calcium, orexin A; Orexin/Hypocretin receptor type 1 (Homo sapiens), O43613; Fluo-8 calcium fluorescence; inhibition, % at 5 µM; 330,000 tested, 0.43% active; AID 434989, 2010;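 active = inhibition above its plate's threshold, mean inhibition of all tested compounds on the plate plus 3 SD, cut at about 37% in these data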;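 also: 0% = orexin A challenge wells and 100% = SB-334867-A antagonist wells; not every result past the cut was called active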
STK33 kinase inh: inhibitors of purified STK33 kinase, primary screen, biochemical, ADP-Glo luminescence, homogeneous, cell-free. MBP phosphorylation. inhibition, % at 10 µM. 320,000 tested, 0.073% active;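 active = inhibition at or above 25%, using the most active replicate where run in duplicate; inactive = inhibition below 25%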
Target sequence (Q9BYT3 whole entry, looked up): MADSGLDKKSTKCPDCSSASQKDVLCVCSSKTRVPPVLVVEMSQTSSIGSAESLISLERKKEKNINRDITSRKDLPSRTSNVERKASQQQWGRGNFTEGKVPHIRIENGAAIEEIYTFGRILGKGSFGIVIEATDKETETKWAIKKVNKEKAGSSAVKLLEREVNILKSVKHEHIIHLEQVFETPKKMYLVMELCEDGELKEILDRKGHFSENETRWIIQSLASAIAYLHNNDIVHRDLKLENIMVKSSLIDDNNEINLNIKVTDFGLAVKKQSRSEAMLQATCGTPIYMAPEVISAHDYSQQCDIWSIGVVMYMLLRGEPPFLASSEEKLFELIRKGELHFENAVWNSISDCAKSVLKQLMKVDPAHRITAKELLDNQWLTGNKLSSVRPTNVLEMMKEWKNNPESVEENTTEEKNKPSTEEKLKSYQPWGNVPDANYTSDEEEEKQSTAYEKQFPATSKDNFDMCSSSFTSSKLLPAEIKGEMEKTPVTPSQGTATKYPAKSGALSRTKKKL
* hit, by the source's call; . = not tested or not shown.

#	SMILES	OX1R antag-1	OX1R antag-2	STK33 kinase inh
1	COc1ccc(C(=O)N/C(=C\c2ccccc2)C(=O)Nc2ccc(C(=O)NCC(=O)O)cc2)cc1	-3	-17	1.0
2	CCCCNC(=O)Nc1ccnn1C1CCCCC1	21	-13	-1.7
3	COc1ccc(CNCc2ccc(C)cc2)c(OC)c1	8	-16	0.4
4	c1ccc(CSc2nnc(-c3ccccn3)n2-c2ccccc2)cc1	27	-19	-1.8
5	Cc1ccccc1Nc1nnc(SCC(=O)Nc2ncc(C(F)(F)F)cc2Cl)s1	15	-26	0.0
6	CC(Oc1ccc(Cl)cc1)C(=O)Nc1nccs1 (stereo not drawn)	11	-8	-0.7
7	COc1ccc(CNC(=O)CNC(=O)c2sc3ccccc3c2Cl)cc1OC	18	-23	-0.8
8	CC1Cc2ccccc2N1S(=O)(=O)c1cccc(C(=O)OCC(=O)N2CCOCC2)c1 (stereo not drawn)	7	-4	-1.1
9	CCN1CCN(C(CNS(=O)(=O)c2ccc(OC)c(C)c2)c2cccnc2)CC1 (stereo not drawn)	6	-13	7.9
10	O=C(Cn1c(=O)sc2ccccc21)Nc1ccccc1C(=O)O	15	-13	-0.3
11	CCS(=O)(=O)c1nc(S(=O)(=O)c2ccc(C)cc2)c(N2CC(C)CC(C)C2)s1 (stereo not drawn)	10	-38	-0.6
12	Cc1ccc(S(=O)(=O)NN2Cc3ccccc3C2=N)cc1	7	4	0.7
13	CN(C)S(=O)(=O)c1ccc(N2CCCC2)c(C(=O)NCC(=O)Nc2ccc(F)c(F)c2)c1	5	-3	0.3
14	O=C(Nc1ccc(S(=O)(=O)Nc2ccccc2F)cc1)N1CCCCC1	20	3	0.4
15	O=C(Cc1ccc(S(=O)(=O)N2CCOCC2)s1)Nc1cc(C(F)(F)F)cc(C(F)(F)F)c1	5	6	0.2
16	Cc1sc(NC(=O)CN(Cc2ccc(F)cc2)C(=O)C(C)(C)C)c(C(N)=O)c1C	32	-23	-1.0
17	CN(C)S(=O)(=O)Oc1cccc(C(=O)Nc2cccc(Cl)c2)c1	24	14	4.5
18	CC(=O)NC(c1ccc(C)cc1)c1cc([N+](=O)[O-])c2cccnc2c1O (stereo not drawn)	9	-18	0.3
19	COC(=O)c1ccc(N=NN2CCCCCC2)cc1	19	-17	-1.4
20	COc1ccccc1C(=O)Nc1ccc(Br)cc1C	40	-47	-0.5
21	CN(C)c1ccc(C(=O)OCC(=O)NCCC2=CCCCC2)cc1	16	-12	0.2
22	CC(=O)NC(c1ccc(C(C)C)cc1)c1c(O)ccc2ccccc12 (stereo not drawn)	1	-37	-0.4
23	CCCCc1cc(-c2n[nH]c(=S)o2)c2ccccc2n1	29	-22	-1.7
24	CC(=O)Nc1ccc(NC(=O)C(C)Sc2n[nH]c(-c3cccs3)n2)cc1 (stereo not drawn)	0	-3	-0.2
25	CN(C)C(CNC(=O)CCC(=O)c1ccc(Br)cc1)c1ccccc1 (stereo not drawn)	6	-46	-0.6
26	COc1ccc(-n2ccnc2)cc1	3	-3	-0.7
27	CN(C)C(CNC(=O)c1ccc(NS(=O)(=O)c2ccc3[nH]c(=O)[nH]c3c2)cc1)c1ccccc1 (stereo not drawn)	16	4	-1.3
28	CN(C(=O)c1ccco1)c1nc(-c2ccccc2)cs1	31	7	-1.5
29	O=C(/C=C/c1ccc(Cl)cc1)Nc1ccc(CN2CCOCC2)cc1	25	-10	1.2
30	Cc1cccn2c1nc(=S)n2C(=O)c1ccco1	6	-5	1.0
31	COc1ccc(S(=O)(=O)Nc2ccc(N3CCOCC3)cc2)cc1[N+](=O)[O-]	11	-23	0.4
32	COc1cc(C=O)ccc1OC(=O)c1ccc(C(C)C)cc1	11	7	1.3
33	CC(C)(C)c1ccc(S(=O)(=O)N2C=CC(C(F)(F)F)=NCC2)cc1	17	0	-0.6
34	CN(CC(=O)Nc1ccccc1Br)C(=O)CN1CCN(Cc2ccc(Cl)cc2)CC1	1	-37	0.0
35	S=c1[nH]nc(C2CCCCC2)o1	-11	3	-0.8
36	Cc1cc(C)cc(OCC(=O)Nc2cc(NC(=O)COc3cc(C)cc(C)c3)cc(C(=O)O)c2)c1	17	-5	-1.3
37	Nc1cccc2cc(-c3ccccc3)oc12	4	-14	-2.9
38	COc1cc(CNc2ccc(N3CCN(C(C)=O)CC3)cc2)ccc1OCc1ccc(F)cc1	78	-39	0.8
39	O=C(O)CCC(=O)NCc1ccc2[nH]c3c(c2c1)CCCC3	-8	3	-0.6
40	O=c1c2nnn(-c3cccc(F)c3)c2ncn1Cc1ccccn1	17	-10	-0.3
41	CN(C)/N=C/C=C1\CC/C(=C\c2ccc(Br)cc2)C1=O	2	-10	-1.0
42	CC1=C(C(N)=O)C(c2ccccc2)n2nc(-c3cccs3)nc2N1 (stereo not drawn)	9	-14	-0.8
43	CCOc1ccc(CN2CCC(C(=O)Nc3cccc(-c4ccn[nH]4)c3)CC2)cc1Cl	28	0	.
44	Cc1oc(C(C)(C)C)cc1C(=O)N1CCN(c2ccc(C(F)(F)F)cn2)CC1	1	-13	-0.4
45	O=C(N/N=C/c1cc([N+](=O)[O-])ccc1O)C12CC3CC(CC(C3)C1)C2	4	-9	-0.3
46	CS(=O)(=O)N1CCc2cc(C(=O)Nc3cccc([N+](=O)[O-])c3)ccc21	25	-4	-0.7
47	CSc1ccc(-c2c(C#N)c(N)nc3c2CCCC3)cc1	14	4	-0.3
48	COc1ccc(-c2cccc(NS(=O)(=O)c3cc([N+](=O)[O-])c(C)c([N+](=O)[O-])c3)c2)nn1	42	-22	.
49	COCCn1cnc2c1c(=O)n(Cc1ccc(C#N)cc1)c(=O)n2Cc1ccccc1	6	-17	2.1
50	CCC(CCC(=O)Nc1cccc([N+](=O)[O-])c1)C(=O)O (stereo not drawn)	41	-8	-2.5

A second format for 2 compounds above.
32) COc1cc(C=O)ccc1OC(=O)c1ccc(C(C)C)cc1
  OX1R antag-1: 11
  OX1R antag-2: 7
  STK33 kinase inh: 1.3
28) CN(C(=O)c1ccco1)c1nc(-c2ccccc2)cs1
  OX1R antag-1: 31
  OX1R antag-2: 7
  STK33 kinase inh: -1.5

Random excerpt: 4 compounds from above
#	SMILES	OX1R antag-1	OX1R antag-2	STK33 kinase inh
33	CC(C)(C)c1ccc(S(=O)(=O)N2C=CC(C(F)(F)F)=NCC2)cc1	17	0	-0.6
37	Nc1cccc2cc(-c3ccccc3)oc12	4	-14	-2.9
36	Cc1cc(C)cc(OCC(=O)Nc2cc(NC(=O)COc3cc(C)cc(C)c3)cc(C(=O)O)c2)c1	17	-5	-1.3
32	COc1cc(C=O)ccc1OC(=O)c1ccc(C(C)C)cc1	11	7	1.3

Remaining list, next part.
#	SMILES	OX1R antag-1	OX1R antag-2	STK33 kinase inh
51	CCN(CC(=O)Nc1ccc(NC(C)=O)cc1)C(=O)c1ccc(NC2CC2)c([N+](=O)[O-])c1	24	-34	0.6
52	COc1ccc(OC)c(NC(=O)C2CCN(c3nc(C)cc(C)n3)CC2)c1	6	-11	0.0
53	Nc1c([N+](=O)[O-])c(=O)sc2ccccc12	33	-21	-1.1
54	O=C(CCC1CCCN(Cc2ccc3c(c2)OCCO3)C1)NCc1ccccc1F (stereo not drawn)	1	-27	-1.0
55	Cc1c(C)c2cccnc2c2ncccc12	2	-20	13
56	CNC(=O)COC(=O)CCC(=O)c1ccc(Cl)cc1	-1	0	-0.9
57	O=C(COc1ncnc2ccccc12)N1CCN(S(=O)(=O)c2ccccc2)CC1	12	2	-1.6
58	Cc1ncc(CN2CCCC(C(=O)Nc3ccc(-n4ccnc4C)cc3)C2)cn1 (stereo not drawn)	18	-11	0.1
59	Cc1cc(C(=O)Nc2ccccn2)cs1	-4	6	0.2
60	COC(=O)c1c(NC(C)=O)sc(C(=O)N2CCOCC2)c1C	11	-1	-0.5
61	CCCNC(=O)CN1C(=O)COc2ccc(S(=O)(=O)N3CCCCCC3)cc21	26	4	.
62	CCOC(=O)C1=C(COC(=O)c2ccc(Br)o2)NC(=O)NC1C (stereo not drawn)	14	10	-1.0
63	COCCn1c(=NC(=O)c2cc(-c3cccs3)nc3ccccc23)sc2cc(S(N)(=O)=O)ccc21	20	28	0.6
64	O=C(CCCCCNC(=O)c1ccccc1Cl)N/N=C/c1ccco1	-2	-12	-0.6
65	CC(C)NC(=S)NCc1cccs1	-1	-6	-0.1
66	CCOc1ccccc1-n1c(=O)c2ccccc2c2ccccc2c1=O	10	-13	0.2
67	COc1ccc(NC(=O)c2ccccc2NC(=O)c2ccccc2)cc1	10	-34	0.0
68	CC(=O)C(C)Sc1nnc(-c2ccccc2F)n1C1CC1 (stereo not drawn)	9	5	-0.8
69	CC(C)N(Cc1ccccc1)C(=O)c1cnc2n(c1=O)CCS2	14	-13	0.4
70	Cc1ccc(C(=O)NCCOc2cccc3cccnc23)cc1Cl	31	-27	0.8
71	CCCCCN(C(=O)CN1CCC(Cc2ccccc2)CC1)c1c(N)n(CCCC)c(=O)[nH]c1=O	7	-10	0.9
72	COc1ccc(Cl)cc1C(=O)OCC(=O)Nc1sccc1C(N)=O	18	1	-0.5
73	CCOC(=O)[C@H]1NN=C(C(=O)OC)[C@@H]1c1ccccc1	25	-11	-0.9
74	O=C(Nc1ccccc1)Nc1ccccc1C(=O)NCCCN1CCOCC1	0	-22	0.2
75	Cc1cc(C)n2nc(S(=O)(=O)Nc3c(Cl)cccc3Cl)nc2n1	18	3	-1.8

A stretch taken from the entries so far, as a working copy:
#	SMILES	OX1R antag-1	OX1R antag-2	STK33 kinase inh
51	CCN(CC(=O)Nc1ccc(NC(C)=O)cc1)C(=O)c1ccc(NC2CC2)c([N+](=O)[O-])c1	24	-34	0.6
52	COc1ccc(OC)c(NC(=O)C2CCN(c3nc(C)cc(C)n3)CC2)c1	6	-11	0.0
53	Nc1c([N+](=O)[O-])c(=O)sc2ccccc12	33	-21	-1.1

Additional records follow.
#	SMILES	OX1R antag-1	OX1R antag-2	STK33 kinase inh
76	CSCCC(NS(=O)(=O)c1ccc(Cl)c(Cl)c1)C(=O)O (stereo not drawn)	-2	-9	12
77	CCC1SC(CC)C(=O)N(CC(=O)NCc2ccc(F)cc2)C1=O (stereo not drawn)	-74	-20	-1.3
78	CCCCNS(=O)(=O)c1ccc2nc(SCC(=O)Nc3ccccc3)[nH]c2c1	2	-17	0.4
79	O=Cc1cccn1Cc1ccccc1[N+](=O)[O-]	15	-17	-0.8
80	O=C1c2ccccc2C(=O)N1Cc1ccco1	12	-7	-1.7
81	CS(=O)(=O)N(CC(=O)N1CCCCC1)c1cccc(F)c1	15	-10	0.6
82	CC(=O)c1cc2c(cc1NC(=O)c1c(-c3ccccc3)noc1C)OCO2	12	-19	-1.9
83	Cc1ccc(NS(=O)(=O)c2c(C)[nH]c(C)c2C(=O)N2CCCCC2)cc1C	14	-22	-0.5
84	CCOc1ccc(N2C(=O)Nc3ccccc3C2(O)C(=O)NCc2ccc(F)cc2)cc1 (stereo not drawn)	-18	-1	-0.4
85	COc1ccc(CCNC(=O)COC(=O)/C=C/c2ccc3c(c2)OCO3)cc1	20	-21	-1.5
86	N/C(=N\OC(=O)CC1CCCCC1)c1ccc(Br)cc1	43	-25	-2.2
87	COc1ccc(NC(=O)CSc2nnc3ccc(-c4cccnc4)nn23)cc1OC	23	-7	0.4
88	N#Cc1ccc(CSc2ccc(S(=O)(=O)N3CCCC3)cn2)cc1	-8	-1	-0.2
89	COc1cccc(-c2nc3c(c(SCC(=O)N4CCOCC4)n2)Cc2c(CO)cnc(C)c2O3)c1	12	-20	-2.0
90	O=c1cc(CN2CCN(Cc3ccccc3)CC2)c2cc3c(cc2o1)CCC3	5	-31	-0.7
91	CCCN(C(=O)Cn1c(C(F)(F)F)nc2ccccc21)C1CCS(=O)(=O)C1 (stereo not drawn)	4	-17	0.5
92	COc1ccccc1C(CNc1ncccc1[N+](=O)[O-])N(C)C (stereo not drawn)	67*	-12	-0.4
93	Cc1ccc(CC(=O)Nc2ccc(OC(F)F)c(Cl)c2)cc1C	8	-17	-2.1
94	Cc1c(C)n(O)c2ccc3nonc3c12	4	-12	2.2
95	Cc1cccc(Nc2nc(NCC3CCCO3)nc(N)c2[N+](=O)[O-])c1 (stereo not drawn)	20	-17	-2.1
96	C=CCNc1nnc(SCC(=O)Nc2ccccc2OC)c2ccccc12	23	-15	-0.6
97	[O-]c1c[n+](-c2ccccc2)no1	6	3	-1.1
98	C#CC(CC)(CC)NC(=O)/C=C/C(=O)O	2	-13	-2.2

Individual results from the results shown:
Under OX1R antag-1, entry 88 is entered as -8
Under STK33 kinase inh, entry 81 is entered as 0.6
Under OX1R antag-1, entry 83 is entered as 14
Under OX1R antag-2, entry 91 is entered as -17

Rows are unselected. About 2.2% of those tested had a hit in this group.
